# Compound activity deposited in PubChem BioAssay by National Center for Advancing Translational Sciences (NCATS).
# ALOX12 inh = Primary qHTS assay for inhibitors of human arachidonate 12S-lipoxygenase (ALOX12): Round 2; Polyunsaturated fatty acid lipoxygenase ALOX12 (Homo sapiens), P18054; purified 12hLO, xylenol orange hydroperoxide absorbance; Potency, µM (series often up to 108 µM), for inactives: at the highest dose activity change, negative = inhibition, most hits filed as inhibitors; hit rate 1.1% among 580,000; also: % is scaled to controls: 0 for no effect and ±100 for the full control effect
# Target sequence (P18054 whole entry, looked up): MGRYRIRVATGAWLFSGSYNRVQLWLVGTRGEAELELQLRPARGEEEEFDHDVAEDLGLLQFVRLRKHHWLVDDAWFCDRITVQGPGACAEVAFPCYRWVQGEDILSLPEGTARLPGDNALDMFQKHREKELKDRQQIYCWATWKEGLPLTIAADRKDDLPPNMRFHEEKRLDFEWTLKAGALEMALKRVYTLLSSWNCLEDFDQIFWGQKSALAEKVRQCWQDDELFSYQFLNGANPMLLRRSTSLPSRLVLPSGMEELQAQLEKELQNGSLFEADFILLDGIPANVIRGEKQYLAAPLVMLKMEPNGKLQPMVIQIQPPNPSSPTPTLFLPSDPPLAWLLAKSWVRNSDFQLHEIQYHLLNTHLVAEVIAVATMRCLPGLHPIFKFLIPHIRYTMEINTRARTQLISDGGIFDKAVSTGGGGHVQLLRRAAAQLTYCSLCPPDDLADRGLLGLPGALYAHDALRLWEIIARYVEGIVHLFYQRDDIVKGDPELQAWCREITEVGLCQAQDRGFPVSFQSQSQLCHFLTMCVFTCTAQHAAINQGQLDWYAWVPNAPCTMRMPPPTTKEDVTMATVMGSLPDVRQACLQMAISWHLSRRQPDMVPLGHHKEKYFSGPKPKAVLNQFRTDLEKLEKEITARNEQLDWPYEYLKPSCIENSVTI
#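 Purified human 12hLO (150 nM final) in 25 mM Hepes, 0.01% Triton X-100, pH 7.0 was preincubated 15 min at room temperature with compound. Then 40 uM arachidonic acid was added, 30 min. Hydroperoxide was read by Fe-XO absorbance ratio 573/405 nm.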
# ERG Ets-DNA blk = qHTS for Small Molecule Inhibitors of the ERG Ets/DNA interaction. Transcriptional regulator ERG (Homo sapiens), P11308. fluorescence polarization, His-ERG Ets domain / labelled DNA. Potency, µM (titrated, usually from 76.9 µM), inactives show at the highest dose FP activity, negative = inhibition, actives largely listed as inhibitors. hit rate 0.028% among 370,000; active = well fitted inhibition curve with a large enough effect in the polarisation, with a control signal flat; inconclusive = small, poorly fitted or top-dose-only effect, or effect the other way, or a change in a side signal; inactive = no such curve, though single readings can be large or run the other way; the % refers to the polarisation;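 also: polarization taken with two DNA probes labelled with fluorescein and Texas red; % of control where 0% means no effect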
#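 His-tagged ERG Ets domain (1 uM in the protein solution; 300mM KCl, 50mM Tris-HCl, 1mM EDTA, 1mM DTT, pH 7.5) received compound, then a probe mix of 5 nM fluorescein-DNA and 100nM Texas-615-DNA. Fluorescence polarization was read for both dyes.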
# GLS inh = qHTS for Inhibitors of Glutaminase (GLS) | GLS enzymatic activity, qHTS titration | Potency, µM (series often up to 45.5 µM), without a hit: top-dose activity change, negative = inhibition, hits mostly inhibitors | hit rate 0.21% among 410,000; also: % is scaled to controls: 0 for no effect and ±100 for the full control effect
#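 Enzyme dispensed in phosphate buffer (45 mM, pH 8.2, 0.02% Tween-20), compounds pinned in, then 1 mM L-glutamine solution and the glutamate oxidase–HRP–Amplex Red mix added; fluorescence read immediately and again after 30 min at room temperature.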
# RGS4 inh = Inhibitors of Regulator of G Protein Signaling (RGS) 4: qHTS | Transcreener GDP fluorescence polarization, RGS4-accelerated GTP hydrolysis | Regulator of G-protein signaling 4 (Homo sapiens), P49798 | AID 504845, 2011 | hit rate 0.039% among 390,000 | Potency, µM (series often up to 114 µM), inactives show top-dose activity change, negative = inhibition, hits mostly inhibitors; also: % is scaled to controls: 0 for no effect and ±100 for the full control effect; nearly all actives have a fitted effect of over 75% in size; some results filed as inactive show a strong effect at the top dose
# Target sequence (P49798 whole entry, looked up): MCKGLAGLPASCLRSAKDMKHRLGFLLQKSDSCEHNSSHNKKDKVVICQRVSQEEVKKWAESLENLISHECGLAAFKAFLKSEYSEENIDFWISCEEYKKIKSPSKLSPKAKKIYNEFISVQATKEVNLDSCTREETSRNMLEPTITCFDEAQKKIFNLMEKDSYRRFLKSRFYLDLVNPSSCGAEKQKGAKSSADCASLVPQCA
#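 MLSMR compounds (23 nl, pin-transferred) preincubated 10 min at room temperature with a 500nM (2x) first reagent, then RGS4 at 900nM (2x) plus Transcreener GDP mix added; fluorescence polarization (620/688 nm) read before and after 90 min at 30 °C.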
# Pin1 inhibitor = qHTS Assay to Find Inhibitors of Pin1; Potency, µM (highest dose often 115 µM), for inactives: at the top dose activity, negative = inhibition, usual class: inhibitors; hit rate 0.009% among 390,000; Pin1 FP peptide displacement, HiFluor488, 10 min; AID 504891, 2011; Peptidyl-prolyl cis-trans isomerase NIMA-interacting 1 (Homo sapiens), Q13526; active = well fitted inhibition curve with a large enough effect in the polarisation, with a control signal flat, not every such curve was filed as active; inconclusive = small, poorly fitted or top-dose-only effect, or effect the other way, or a change in a side signal; inactive = no such curve, though single readings can be large or run the other way; the % refers to the polarisation; also: % is scaled to controls: 0 for no effect and ±100 for the full control effect
# JMJD2A Tudor inh = qHTS Assay for Inhibitors of JMJD2A-Tudor Domain | Lysine-specific demethylase 4A (Homo sapiens), O75164 | AlphaScreen JMJD2A-Tudor / H3K4me3 peptide binding | Potency, µM (series often up to 114 µM), without a hit: at the top dose activity change, negative = inhibition, usual class: inhibitors | hit rate 4.4% among 390,000; also: % is scaled to controls: 0 for no effect and ±100 for the full control effect; nearly all actives have a fitted effect of over 50% in size
# HP1b binding inh = HTS for Inhibitors of HP1-beta Chromodomain Interactions with Methylated Histone Tails. hit rate 0.56% among 390,000. Potency, µM (highest dose often 114 µM), for the others: at the top dose activity change, negative = inhibition, hits mostly inhibitors. AID 540317, 2011. AlphaScreen HP1-beta / biotin-H3K9me3 peptide binding; also: nearly all actives have a fitted effect of over 70% in size; inactives centre near 23
# Target sequence (P83916 whole entry, looked up): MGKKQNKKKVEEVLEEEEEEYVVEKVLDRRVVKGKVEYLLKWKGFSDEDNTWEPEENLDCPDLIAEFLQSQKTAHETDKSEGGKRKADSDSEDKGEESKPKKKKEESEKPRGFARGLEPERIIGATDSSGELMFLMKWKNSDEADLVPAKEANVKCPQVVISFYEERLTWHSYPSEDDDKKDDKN
#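 Compound inhibition of the preformed complex between 50 nM HP1-beta and 50 nM biotinylated H3K9me3 peptide was read by AlphaScreen. Buffer was PBS pH 7.4 with 0.01% Tween-20. Incubations ran 30 min at room temperature, with 10 ug/mL donor/acceptor beads.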
# rTrxR1 inhibitor = qHTS Assay for Inhibitors of Mammalian Selenoprotein Thioredoxin Reductase 1 (TrxR1): qHTS; Thioredoxin reductase 1, cytoplasmic (Rattus norvegicus), O89049; recombinant rTrxR1, NADPH fluorescence consumption, selenite substrate; Potency, µM (titrated, usually from 114 µM), for inactives: top-dose activity change, negative = inhibition, hits mostly inhibitors; hit rate 1% among 390,000; AID 588453, 2011; also: % is scaled to controls: 0 for no effect and ±100 for the full control effect; nearly all actives have a fitted effect of over 65% in size
#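 Rat TrxR1 (90 nM in the dispensed reagent) was pre-reduced with 400 uM NADPH for 5 min at room temperature, then incubated with compound for 15 min. After 400 uM selenite was added, NADPH fluorescence (Ex 340/Em 450 nm) was followed for 8 min.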
# PGK inhibitor = qHTS Assay to Find Inhibitors of Phosphoglycerate Kinase. Potency, µM (series often up to 57.5 µM), for inactives: top-dose activity change, negative = inhibition, usual class: inhibitors. PGK/GAPDH coupled, Kinase-Glo luminescence, 60 min. hit rate 0.043% among 380,000; also: % is scaled to controls: 0 for no effect and ±100 for the full control effect; nearly all actives have a fitted effect of over 60% in size
#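 Luminescent ATP detection (Kinase-Glo Plus) follows a 60-minute room-temperature incubation, with wells lacking PGK as controls. Buffer: 100 mM TEA (pH 7.6), 5 mM MgCl2, 0.01% Tween-20. Coupling enzyme GAPDH (100 nM final) supplies unstable 1,3-BPG in-well.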
# * hit, by the source's call; i = inactive; ? = inconclusive; . = no result given; [ ] = dose if it differs, or a comment. Unless noted, calls follow the shape of the dose curve; as a rule, active = well fitted curve in the direction sought with a large enough effect; inconclusive = small, poorly fitted or top-dose-only effect, or another doubt; inactive = no such curve, though single readings can be large; an effect the other way counts as inactive or inconclusive. Potency is read from the fitted curve at half-maximal effect.
SMILES,ALOX12 inh,ERG Ets-DNA blk,GLS inh,RGS4 inh,Pin1 inhibitor,JMJD2A Tudor inh,HP1b binding inh,rTrxR1 inhibitor,PGK inhibitor
CCOc1cccc2sc(N(CCCN(C)C)C(=O)c3ccc(S(=O)(=O)N4CCc5ccccc5C4)cc3)nc12,56%[activator],-9%,3%,17%,-1%,-6%,13%,19%,4%
O=C(CSC1=Nc2ccccc2C2=NC(Cc3ccccc3)C(=O)N12)Nc1ccccc1F (stereo unspecified),?,2%,-4%,-13%,5%,-21%,49%[activator],9%[57.1 µM],i
O=C(NC1CCCCC1)C(c1ccccc1)N(C(=O)c1csnn1)C1CCCC1 (stereo unspecified),-7%,4%,-16%,-38%,5%,-5%,31%,12%[57.1 µM],-10%
COc1ccc(C)cc1N(C(=O)c1snc(C(N)=O)c1N)C(C(=O)NC1CCCC1)c1ccc(F)cc1 (stereo unspecified),-11%,0%,1%,0%,12%,-23%,-5%,35%,-2%
CCCn1cc(SCC(=O)NCc2ccco2)c2ccccc21,?,2%,-8%,-21%,-5%,-31%,15%,0%,i
COc1ccc(NC(=O)c2cccs2)cn1,324%[activator],-17%,?,0%,-11%,2%,22%,22%,i
COc1ccc(-c2nc3ccccc3s2)cc1NC(=O)COc1cccc(C)c1,-14%,10%,-3%,19%,37%[activator],-7%,27%,71%[activator],i
COC(=O)c1ccc(NC(=O)CN2C(=O)CCC2=O)cc1,-13%,-1%,7%,-10%,0%,-11%,41%[activator],-7%,-3%
O=[N+]([O-])c1ccccc1S(=O)(=O)N1CCN(C2CCCC2)CC1,-14%,-10%,8%,-11%,-3%,1.8µM*,?,6%,i
Cc1cc(C)cc(OCC(=O)NN2Cc3ccccc3C2=N)c1,1%,-9%,-5%,-6%,-9%,-15%,35%[activator],17%[57.1 µM],i
COc1ccc(CNC(=O)C(C)N2CCN(S(=O)(=O)c3ccccc3F)CC2)cc1 (stereo unspecified),-1%,-10%[15.4 µM],0%,-33%,-4%,-2%,21%,2%,i
CCOc1ccc(S(=O)(=O)N2CCN(c3cccc(C(F)(F)F)c3)CC2)cc1OCC,-18%,2%,0%,22%,0%,-13%,27%,19%,3%
Cc1sc2nc(CSCC(=O)Nc3c(F)cccc3F)[nH]c(=O)c2c1C,0%,-6%,0%,-7%,?,-12%,38%,-3%,-2%
CCOC(=O)N1CCC(NC(=O)CC2C(=O)NCCN2Cc2cccc(F)c2F)CC1 (stereo unspecified),4%,6%,1%,12%,-14%,-6%,46%[activator],-20%,1%
COc1ccc(CN(C)C(=O)c2[nH]c(C)c(C(C)=O)c2C)cc1F,-5%,0%,-11%,-41%,-11%,-8%,13%,2%,-13%
COc1cc(NC(=S)NC2CC(C)(C)NC(C)(C)C2)cc(OC)c1,-15%,4%,-9%,15%,1%,1%,26%,0%[57.1 µM],-8%
COC(=O)c1cn(C(=O)c2ccccc2Cl)c2ccccc12,-14%,0%,-10%,1%,-1%,10%,74%[activator],18%[57.1 µM],-6%
CCOc1ccc(C(=O)C(C)OC(=O)c2nc(Cl)ccc2Cl)cc1 (stereo unspecified),-11%,8%,0%,-13%,4%,34%,95%[activator],8%,i
N#Cc1ccc(Oc2ccc(S(=O)(=O)N3CCCCC3)cn2)cc1,.,-2%,1%,4%,-4%,-6%,12%,1%,-7%
CCOc1ccc(S(=O)(=O)/N=C(/Nc2ccc(OC)cc2)c2ccccc2)cc1,0%,2%,5%,-13%,0%,-17%,14%,11%,10%
COC(=O)C1SCC2C(=O)N(Cc3ccc(Cl)cc3)CC(=O)N21 (stereo unspecified),-21%,13%,0%,-13%,-4%,0%[57.1 µM],51%[activator],29%[57.1 µM],i
O=C(N[C@H]1CCCCNC1=O)c1cc(COc2ccc(F)cc2F)on1,-1%,-14%,-1%,10%,-5%,6%,29%,40%[activator],-12%
O=C(NC1CCCCC1)N1CCCC(CNS(=O)(=O)Cc2ccccc2)C1 (stereo unspecified),-1%,-3%,-6%,-18%,-4%,3%[57.1 µM],20%,13%[57.1 µM],-9%
CC1CCN(C2=NC(=O)/C(=C/c3ccccc3F)S2)CC1,-9%,?,-1%,11%,7%,-22%,-4%,-12%[57.1 µM],0%
O=C(Nc1ccc(-c2cn3ccccc3n2)cc1)c1ccc(Cl)cc1,3%,0%,1%,3%,7%,-29%,25%,14%[57.1 µM],-6%

# Reprinted from the part before: two entries; new compounds follow.
SMILES,ALOX12 inh,ERG Ets-DNA blk,GLS inh,RGS4 inh,Pin1 inhibitor,JMJD2A Tudor inh,HP1b binding inh,rTrxR1 inhibitor,PGK inhibitor
CC1CCN(C2=NC(=O)/C(=C/c3ccccc3F)S2)CC1,-9%,?,-1%,11%,7%,-22%,-4%,-12%[57.1 µM],0%
O=C(Nc1ccc(-c2cn3ccccc3n2)cc1)c1ccc(Cl)cc1,3%,0%,1%,3%,7%,-29%,25%,14%[57.1 µM],-6%
CCCc1nc(SCC(=O)c2ccc3c(c2)NC(=O)CO3)[nH]c(=O)c1CC,0%,10%,0%,?,3%,?,-16%[57 µM],10%,5%
O=C(COC(=O)Cc1ccccc1[N+](=O)[O-])NCC1CCCCC1,16%,1%,9%,-5%,-9%,-14%,2%,10%[57.1 µM],-7%
COc1ccccc1NC(=O)N1CCC(C(=O)c2ccc(F)cc2)CC1,16%,-1%,4%,-29%,0%,-13%,13%,11%,4%
Cn1c(=O)[nH]c(=O)c2c1nc(NCc1ccccc1)n2Cc1ccc(F)cc1,0%,0%,4%,21%,-3%,-4%,37%,8%,-3%
CN(CCCC(=O)Nc1ccc(Br)cc1F)S(=O)(=O)c1ccccc1,?,-2%,2%,-26%,1%,1%,18%,-1%,-1%
CC(=O)Nc1ccccc1NC(=O)C/C(C)=N/NC(=O)C(=O)N1CCCCC1,-21%,3%,?,22%,0%,-12%,12%,10%[57.1 µM],-5%
Cc1ccc2oc(-c3cccc(NC(=O)c4ccc(N5CCC(C)CC5)c([N+](=O)[O-])c4)c3)nc2c1,?,?,0%,13%,-8%,-24%,-3%,19%,4%
COc1ccc(C(=O)NN/C(=N/S(=O)(=O)c2ccc(C)cc2)c2ccccc2)cc1,1%,-8%,-6%,6%,7%,11%,37%[activator],3%,3%
CC(C)Cc1ccc(C(=O)Nc2ccc(Cc3ccncc3)cc2)o1,0%,1%,-5%,-7%,2%,-33%,-9%,22%,i
COC(=O)Cc1csc(NCc2ccccc2)n1,6%,1%,1%,-15%,5%,-35%,-9%,7%,-10%
Cc1[nH]nc2c1/C(=N\O)CCC2,-10%,4%,-4%,-15%,-3%,-11%,6%,3%[57.1 µM],i
CCOc1ccc(C(=O)COC(=O)c2nc3nccc(C)n3n2)cc1,150%[activator],-6%,2%,-8%,?,1%,30%,19%,7%
CCc1ccccc1N1C(=O)CN(Cc2cc(OC)c(OC)c(OC)c2)C1=S,0%,-2%,-10%,-21%[56.9 µM],1%,-15%,43%[activator],12%,-2%
COc1ccc(S(=O)(=O)N2CCCCCC2)cc1NC(=O)CCCOc1ccccc1,392%[activator],2%,1%,3%,29%,-18%,26%,22%,i
Cc1cc(NC(=O)c2cc(-c3cccc(OCC(C)C)c3)nc3ccccc23)no1,i,5%,0%,3%,4%,-12%,54%[activator],30%,-9%
CCN(C(=O)COC(=O)CC1CCCCC1)c1c(N)n(Cc2ccccc2)c(=O)[nH]c1=O,-29%,-15%,-3%,-9%,0%,-20%,28%,42%[activator],-1%
CN(C)CC(C)(C)CNC(=O)C1CCN(CCCc2ccccc2)CC1,?,-8%,4%,2%,-8%,56µM*,-15%,5%,1%
NC(=O)c1cc([N+](=O)[O-])ccc1NCC1CCCCC1,0%,-3%,-10%,-2%,3%,-19%,36%,10%,-9%
O=C(CN1C(=O)C2C3CCC(C3)C2C1=O)OCC(=O)c1ccc(Br)cc1 (stereo unspecified),5%,-12%,-4%,9%,-7%,-2%,22%,19%,i
CCC(=O)N(CCC1(C(C)C)CCOC(C)(C)C1)Cc1ccco1 (stereo unspecified),0%,-4%,3%,3%,-1%,-8%,5%,-18%,6%
COc1ccc(CC(=O)NCC(c2ccc(N(C)C)cc2)N2CCOCC2)cc1 (stereo unspecified),11%,0%,60%[activator],-2%,-6%,-12%,17%,6%[57.1 µM],0%
CSCC(=O)N1CCc2ccc(NC(=O)c3ccccc3Cl)cc2C1,49%[activator],-5%,-8%,-7%,-2%,-12%,33%,11%,-4%
CCOc1ccc(Cn2nnc(C(=O)NCc3ccccc3)c2N)cc1,457%[activator],10%,0%,-1%,-1%,-2%,54%[activator],0%[57.1 µM],-4%

# Not all compounds are listed; count on the stated rates, not on these rows.
